From PubChem BioAssay
BH1578 lux ind – inducers of Vibrio cholerae quorum light production without autoinducers, primary screen, BH1578 luxS cqsA deficient, single point | V. cholerae BH1578 lux reporter, luminescence, 6 h | activation, % at 18.7 µM | 350,000 compounds, 0.16% hits | AID 588436, 2011; in the data active means activation mostly above about 9.7%, no sharp cut-off; further: not every result past the cut was called active; inactives centre near 0; reference of the scale not given here
GDH-TPI counter – GDH-TPI coupling enzyme inhibitors, primary screen, artefact control for M. tuberculosis FBA inhibitor project, biochemical, absorbance, full deck; GDH-TPI coupled enzyme counterscreen, NADH absorbance; inhibition, % at 4.8 µM; 360,000 compounds, 1.2% hits; AID 588335, 2011; in the data active means inhibition above about 30%;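 further: 0% = DMSO wells and 100% = wells lacking the enzyme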
BioA inh – M. tuberculosis BioA enzyme inhibitors, primary screen, biochemical, plate reader, single point, HTS | 7,8-diaminopelargonic acid synthase BioA (Mycobacterium tuberculosis) | purified M. tuberculosis BioA enzyme | inhibition, % at 9.99 µM | 360,000 compounds, 0.096% hits | AID 602481, 2012; in the data active means inhibition above about 40%
PfHsp40 rescue – rescue of yeast from PfHsp40 toxicity, primary screen, S. cerevisiae, ATP luminescence | S. cerevisiae expressing PfHsp40, growth rescue | 340,000 compounds, 0.68% hits | growth rescue, % at 12.5 µM; in the data active means growth rescue above about 28%, passing the limit was not always enough;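 further: yeast W303a lacking pdr1 and pdr3 grown in galactose medium; growth measured after three days at 30 °C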
TcdB inh – TcdB glycohydrolase inhibitors, primary screen, biochemical, single point, plate reader. TcdB glycohydrolase enzymatic assay. inhibition, % at 9.99 µM. 350,000 compounds, 0.24% hits. AID 652162, 2013; in the data active means inhibition above about 10%
Y pestis TopoI – Yersinia pestis topoisomerase I inhibitors, primary screen, biochemical, cleavage product accumulation, plate reader, single point | DNA topoisomerase I (Yersinia pestis CO92) | Y. pestis Topo-I cleavage product accumulation | activity, % at 10 µM | 360,000 compounds, 0.064% hits; in the data active means activity above about 50%, passing the limit was not always enough; further: inactives centre near 2
FadD28 FP inh – inhibitors of FadD28 bisubstrate probe binding, primary screen, biochemical, fluorescence polarization, single point; inhibition, % at 12.5 µM; 360,000 compounds, 0.22% hits; AID 588549, 2011; in the data active means inhibition above about 8.5%, passing the limit was not always enough
FBA Mtb inh – Mtb FBA enzyme inhibitors, primary screen, biochemical, fluorescence, strain H37Rv; Fructose-bisphosphate aldolase (Mycobacterium tuberculosis (strain ATCC 25618 / H37Rv)), …; purified M. tuberculosis FBA, fluorescence read-out; inhibition, % at 1 µM; 360,000 compounds, 2.3% hits; AID 588726, 2011; in the data active means inhibition above about 27%;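 further: 0% = vehicle and 100% = reference inhibitor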
Target sequence (P9WQA3 whole entry, looked up): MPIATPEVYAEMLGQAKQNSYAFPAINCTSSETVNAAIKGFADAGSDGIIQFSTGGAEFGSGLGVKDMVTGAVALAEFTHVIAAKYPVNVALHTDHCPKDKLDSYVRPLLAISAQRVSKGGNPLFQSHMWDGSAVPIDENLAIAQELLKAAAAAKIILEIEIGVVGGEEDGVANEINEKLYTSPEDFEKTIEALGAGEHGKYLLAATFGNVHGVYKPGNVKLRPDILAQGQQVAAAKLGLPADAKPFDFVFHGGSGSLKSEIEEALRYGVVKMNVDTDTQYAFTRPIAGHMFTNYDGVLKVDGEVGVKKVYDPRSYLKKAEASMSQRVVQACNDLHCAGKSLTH
UGM FP inh – M. tuberculosis UGM enzyme inhibitors, primary screen, biochemical, fluorescence polarization, single point; purified UGM, fluorescence polarization probe displacement; AID 504406, 2011; 320,000 compounds, 0.06% hits; inhibition, % at 10 µM; in the data active means inhibition above about 10%, passing the limit was not always enough
Target sequence (P9WIQ1 whole entry, looked up): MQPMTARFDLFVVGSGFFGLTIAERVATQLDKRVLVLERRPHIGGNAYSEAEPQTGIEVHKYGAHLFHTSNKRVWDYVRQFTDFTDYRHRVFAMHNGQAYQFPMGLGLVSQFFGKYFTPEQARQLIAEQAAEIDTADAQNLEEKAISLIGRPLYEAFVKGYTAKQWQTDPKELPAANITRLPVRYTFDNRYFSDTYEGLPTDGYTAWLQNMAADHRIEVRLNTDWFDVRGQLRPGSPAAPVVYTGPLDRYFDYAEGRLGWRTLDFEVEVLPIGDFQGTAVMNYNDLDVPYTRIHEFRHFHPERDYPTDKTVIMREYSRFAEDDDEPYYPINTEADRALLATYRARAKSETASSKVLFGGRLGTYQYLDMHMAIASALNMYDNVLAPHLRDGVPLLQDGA
Active calls of the source: *; i = inactive; . = no result given.

SMILES	BH1578 lux ind	GDH-TPI counter	BioA inh	PfHsp40 rescue	TcdB inh	Y pestis TopoI	FadD28 FP inh	FBA Mtb inh	UGM FP inh
CCN(CC)C(=O)CSc1nnc(CNc2ccc(F)cc2)n1Cc1ccco1	i	-2	15	-0.7	.	6	-1.8	1	0.1
COc1ccc(OCCCC(=O)ON=C(N)c2ccccc2Cl)cc1	-0.3	-5	-1.9	-0.2	0.9	4	-2.1	1	1.3
Cc1cc(C(=O)COc2ccc(Br)cc2F)c(C)n1C1CC1	i	4	0.0	7.1	0.7	30	-0.1	0	.
COc1ccccc1NC(=O)CSCC(N)=O	-0.5	1	-0.1	-1.4	0.3	15	-1.0	3	-1.1
COc1cc2oc(=O)ccc2cc1[C@H](O)[C@@H](O)C(C)(C)O	i	26	-0.9	-2.2	0.9	5	-0.7	49*	-2.7
Cc1cccc(OCCc2c(C)[nH]c(=S)[nH]c2=O)c1	-1.0	-5	1.6	0.5	0.6	7	-4.4	0	0.1
CCc1ccc(C(=O)Nc2cc3c(cc2Cl)OCCCO3)cc1	-0.6	-7	-4.3	-0.1	.	16	-0.9	1	-1.0
O=C(Cn1nnc2ccccc2c1=O)NCc1ccc(Cl)cc1	-1.6	4	.	0.1	0.8	4	-1.0	5	-3.1
O=C(CSc1ncn[nH]1)c1ccc2c(c1)OCCO2	-0.4	10	.	0.9	.	-3	-0.4	2	5.5
CC(C)CC[n+]1ccn(-c2nc3ccccc3nc2[N-]S(=O)(=O)c2ccccc2)c1	-4.0	18	-1.3	-0.3	.	16	1.0	17	-0.3
CCOc1ccc(/C=N/NC(=O)c2ccc(CSc3nc4ccccc4[nH]3)cc2)cc1	-0.2	11	.	-0.7	0.5	11	-4.3	-3	-2.9
Cc1[nH]n(C(N)=S)c(=O)c1N=Nc1ccc(Cl)cc1Cl	i	2	.	0.2	0.4	1	2.2	-4	-1.7
O=C(N/N=C/c1cccc(O)c1)c1ccc(COc2ccc3c(c2)CCC3)o1	-2.8	8	-1.1	1.0	.	14	-2.5	3	-1.4
O=C(O)c1ccccc1C(=O)Nc1cccc([N+](=O)[O-])c1	0.9	2	.	0.4	0.1	6	0.0	1	-0.7
CCOC(=O)N1CCN(C(=O)c2ccc(Cn3c(=S)[nH]c4cc(C(=O)OC)ccc4c3=O)cc2)CC1	i	2	2.3	0.6	-3.8	-1	-0.7	-3	-1.3
c1nnnn1C12CC3CC(CC(C3)C1)C2	i	1	.	0.2	.	-5	-1.0	-2	-0.1
Cc1cc(C)n(CCNS(=O)(=O)c2ccc(Cl)cc2)n1	i	-3	-0.8	-0.7	5.5	14	-0.4	1	1.9
COc1ccc(CNC(=O)CN(C(=O)CCC(=O)Nc2ccccn2)c2ccccc2OC)cc1	i	1	-0.8	-1.2	.	23	-1.8	1	-2.1
CC(=O)c1ccc(N2CCN(c3ccc(S(=O)(=O)NCCN(C)C)cc3[N+](=O)[O-])CC2)cc1	-2.4	15	.	0.2	-0.2	-16	-0.3	-5	2.4
CC1c2cc3c(cc2CCN1C(=O)c1cccc(F)c1)OCCCO3 (configuration not stated)	i	0	5.4	2.7	1.1	1	-1.5	1	0.8
Cc1ccc(C)c(C(=O)N(Cc2nc(-c3ccc(Cl)cc3)no2)C(C)C)c1	-0.2	-2	0.9	0.9	0.2	21	-5.9	-1	-1.8
Cc1nc2sc(C(c3ccc(F)cc3)N3CCOCC3)c(O)n2n1 (configuration not stated)	i	0	-0.7	-1.2	.	-2	-2.3	-2	-2.0
COc1ccc(C(=O)N/N=C\c2ccc(OC)c(COc3ccccc3Br)c2)c(OC)c1	0.3	35*	-7.2	1.0	-0.5	3	.	8	-1.4
Cc1cc(C(=O)Nc2ccc(Br)cc2F)n(-c2ccccc2)n1	-2.2	-3	.	0.0	1.5	10	-2.2	-2	1.2
Cc1cc(N/N=C\c2ccccc2)nc(-c2ccccc2O)n1	-1.7	19	.	2.3	.	-6	-1.8	8	2.0
CC(Sc1nnnn1-c1ccccc1)C(=O)Nc1ccc(Cl)cn1 (configuration not stated)	-1.9	1	2.9	1.6	.	14	-0.7	6	-0.8
COCc1cc(N2CCN(c3ccccc3F)CC2)nc(-c2ccccc2)n1	-1.0	0	-0.8	1.8	0.9	22	-4.2	-2	-0.6
C#CCN(C[C@H]1[C@H](OC(=O)NCc2ccc(OC)c(OC)c2)[C@H](OC(=O)NCc2ccc(OC)c(OC)c2)C[C@H]2C(=O)N(c3ccccc3)C(=O)[C@@H]12)S(=O)(=O)c1ccc(C)cc1	-0.4	5	0.7	.	0.0	29	2.1	1	.
O=S(=O)(c1ccc(Cl)cc1)N1CCN=C1SCc1cccc(Cl)c1	-0.2	2	.	3.1	0.7	39	-2.7	-2	2.4
COc1ccc2[nH]c(C)c(C(=O)CN3CCOCC3)c2c1	i	11	0.4	-0.8	.	-1	-2.6	0	2.0

An excerpt from above in order of heavy-atom count, highest first.
SMILES	BH1578 lux ind	GDH-TPI counter	BioA inh	PfHsp40 rescue	TcdB inh	Y pestis TopoI	FadD28 FP inh	FBA Mtb inh	UGM FP inh
Cc1ccc(C)c(C(=O)N(Cc2nc(-c3ccc(Cl)cc3)no2)C(C)C)c1	-0.2	-2	0.9	0.9	0.2	21	-5.9	-1	-1.8
Cc1nc2sc(C(c3ccc(F)cc3)N3CCOCC3)c(O)n2n1 (configuration not stated)	i	0	-0.7	-1.2	.	-2	-2.3	-2	-2.0
Cc1cc(C(=O)Nc2ccc(Br)cc2F)n(-c2ccccc2)n1	-2.2	-3	.	0.0	1.5	10	-2.2	-2	1.2
COc1ccc2[nH]c(C)c(C(=O)CN3CCOCC3)c2c1	i	11	0.4	-0.8	.	-1	-2.6	0	2.0

(next part)
SMILES	BH1578 lux ind	GDH-TPI counter	BioA inh	PfHsp40 rescue	TcdB inh	Y pestis TopoI	FadD28 FP inh	FBA Mtb inh	UGM FP inh
CC(=O)Nc1ccc(NC(=O)CSc2nnc(-c3cc4ccccc4o3)n2C)cc1	i	8	.	-0.5	1.2	10	-1.0	1	-0.2
Cc1cc(OC(=O)c2ccc(Cl)cc2Cl)nc(C)n1	-0.3	-11	.	-0.6	.	10	-3.4	2	-0.2
COc1cc(NC(=S)N2CCN(c3ccccn3)CC2)cc(OC)c1	-0.1	5	-1.7	0.6	.	-2	-1.9	8	-2.0
O=C(CNC(=O)Cc1ccccc1)N=Nc1c(O)[nH]c2ccccc12	-0.2	19	-0.1	8.8	2.1	3	.	-1	2.6
COc1ccc(C(=O)NNC(=S)NC(=O)c2ccc(Br)o2)cc1OC	-1.6	11	.	7.1	1.0	3	-1.1	3	0.9
C/C(=N/NC(=O)CNC(=O)Cc1ccccc1)c1ccc(Cl)cc1	-0.6	2	0.1	-0.8	1.1	4	-1.6	2	-0.4
O=C(NN=c1c(=O)c2ccccc2c1=O)c1ccccc1	i	15	-2.6	-0.5	0.2	-2	-3.7	-4	1.0
CSc1ccccc1C(=O)NC1CCCCCC1	-0.3	-3	0.1	-0.4	.	9	-2.5	1	1.2
Cc1ccc(NC(=O)Cn2cc(S(=O)(=O)c3ccc(C)cc3)c(=O)c3cc(F)ccc32)cc1	-0.5	18	0.7	1.6	-0.7	19	-0.3	0	-3.2
Oc1ccc(Cl)cc1CNc1ccccn1	-0.2	-1	0.2	-0.5	-0.8	-9	-3.3	-3	2.8

Some entries already given, limited to BH1578 lux ind.
| SMILES | BH1578 lux ind |
| --- | --- |
| COc1ccc(C(=O)NNC(=S)NC(=O)c2ccc(Br)o2)cc1OC | -1.6 |
| C/C(=N/NC(=O)CNC(=O)Cc1ccccc1)c1ccc(Cl)cc1 | -0.6 |
| O=C(NN=c1c(=O)c2ccccc2c1=O)c1ccccc1 | i |
| CSc1ccccc1C(=O)NC1CCCCCC1 | -0.3 |
| Cc1ccc(NC(=O)Cn2cc(S(=O)(=O)c3ccc(C)cc3)c(=O)c3cc(F)ccc32)cc1 | -0.5 |
| Oc1ccc(Cl)cc1CNc1ccccn1 | -0.2 |

(further entries)
SMILES	BH1578 lux ind	GDH-TPI counter	BioA inh	PfHsp40 rescue	TcdB inh	Y pestis TopoI	FadD28 FP inh	FBA Mtb inh	UGM FP inh
Cc1cc(C(=O)N/N=C2\CC(=O)CC(C)(C)C2)c(C)n1-c1ccccc1	-0.2	5	.	0.0	2.5	12	-1.2	5	-4.9
Cc1c(/C=N/NC(=O)c2cc(Br)ccc2O)c(=O)n(C)c(=O)n1C	i	31*	-1.2	-1.6	1.1	6	1.3	0	0.3
CCCSc1nc(-n2ncc(C#N)c2N)c2c3c(sc2n1)CCC(C)C3 (configuration not stated)	i	-2	-1.8	1.6	2.1	3	-2.0	-2	-3.4
CC(C)(C)c1ccc2cccc(F)c2n1	.	.	-0.9	.	0.0	.	-0.8	7	.
CN1[C@@H]2CC[C@H]1CC(OC(=O)c1c[nH]c3ccccc13)C2 (some centres not stated)	-0.2	8	1.1	-0.9	2.0	13	-0.4	6	-1.8
O=C(Nc1ccc(Cl)c(Cl)c1)C1=Cc2ccccc2OC1	-18	27	-0.4	1.1	.	-16	-6.7	-2	-0.4
COc1ccc2oc(C(=O)Nc3ccccn3)c(C)c2c1	-0.5	7	-0.9	2.0	0.0	-2	-5.3	10	-2.2
CC1CCCCCCC1OC(=O)c1ccccc1C(=O)O (configuration not stated)	.	8	.	1.3	0.9	1	-3.4	-1	.
Fc1ccc(CNCCc2c[nH]c3ccccc23)cc1	i	-12	-0.8	-0.4	0.8	-13	0.8	0	-0.5
CC(C)C(NC(=O)c1ccccc1NC(=O)C(C)(C)C)C(=O)N1CCOCC1 (configuration not stated)	0.1	-1	-1.4	0.1	-2.6	-4	-4.0	-3	1.5
O=C(N/N=C/C(Br)=C\c1ccccc1)c1ccco1	-0.9	20	1.3	-0.6	0.3	-6	-3.7	-2	3.1
CC(C)C1C(=O)CC(c2ccccc2)NC1c1ccccc1 (configuration not stated)	i	4	-0.4	0.3	0.8	16	-2.4	0	1.2
COc1ccc(CNC(=O)COC(=O)c2cc(C)nc3ccccc23)cc1	i	2	-2.3	-1.0	1.2	7	-2.6	0	-3.2
CN(C(=O)c1cncc(Br)c1)C1C2CC3CC(C2)CC1C3 (configuration not stated)	i	5	-2.3	0.9	0.8	7	-2.0	1	4.8
CN1CCN(c2nc(-c3cccs3)cs2)CC1	-0.7	-6	.	0.4	0.0	10	0.7	0	1.6
O=C(c1cccc(OC(F)F)c1)N1CCN(c2ncccn2)CC1	.	-5	-1.1	0.7	0.4	4	-3.0	0	1.5
O=C(Nc1ccc(N2CCOCC2)cc1)NC1CCCCC1	1.7	9	0.0	-0.5	.	1	1.7	1	0.0
COC(=O)c1ccc(NC(=O)CSc2nnc(C3CC3)n2C)cc1	-0.8	0	-1.9	-1.4	2.5	-2	1.0	-1	0.6
O=C(NC1CCCCC1)C1c2ccccc2C(=O)N1Cc1ccco1 (configuration not stated)	-0.1	2	-4.2	-0.5	1.1	5	-2.2	1	-1.6
COc1ccc(S(=O)(=O)N2CCOC2CNC(=O)C(=O)NCCCN(C)C)cc1C (configuration not stated)	-1.7	-2	0.2	-0.9	1.4	6	-5.0	-3	-0.3
O=C(Cn1c(=O)n(CCC(=O)N2CCc3ccccc3C2)c(=O)c2ccccc21)NCC1CCCO1 (configuration not stated)	3.8	-1	-1.6	-0.5	.	-9	-0.5	2	.
COc1ccc(Nc2nnc(-c3ccc(O)cc3)c3ccccc23)cc1C(N)=O	-0.4	11	.	-2.1	-0.5	5	-1.3	1	1.7
Cc1ccc(Cl)c(NC(=O)COC(=O)c2nn(-c3ccccc3)cc2O)c1Cl	i	3	-0.8	2.6	0.5	4	-6.7	19	-1.5
CCn1c(SCC(=O)c2cc(OC)ccc2OC)nnc1C1CC1	i	3	-0.6	0.0	.	1	-2.0	-1	0.4
Cc1nn(Cc2ccccc2Cl)c2sc(C(=O)NCCCn3ccnc3)cc12	i	-3	4.2	0.0	.	-2	-3.0	4	-3.0
CCCC(=O)N1CCc2cc(OC)c(OC)cc2C1c1cc2cc3c(cc2[nH]c1=O)OCO3 (configuration not stated)	-3.3	7	-0.2	0.5	.	4	-2.2	9	-0.9
